MC4R antag cAMP: human MC4R antagonism in cAMP assay. actives 0.48% (n = 360,000). MC4R-expressing cells, MTII-stimulated cAMP, LANCE TR-FRET. P32245. inhibition, % at 6.5 µM. AID 540295;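 active = inhibition above its plate's cutoff, the mean of tested wells on that plate plus 3 SD, cut at about 29% in these data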;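 also: 0% = Melanotan II alone and 100% = Melanotan II plus saturating MCL0020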
Target sequence (P32245 whole entry, looked up): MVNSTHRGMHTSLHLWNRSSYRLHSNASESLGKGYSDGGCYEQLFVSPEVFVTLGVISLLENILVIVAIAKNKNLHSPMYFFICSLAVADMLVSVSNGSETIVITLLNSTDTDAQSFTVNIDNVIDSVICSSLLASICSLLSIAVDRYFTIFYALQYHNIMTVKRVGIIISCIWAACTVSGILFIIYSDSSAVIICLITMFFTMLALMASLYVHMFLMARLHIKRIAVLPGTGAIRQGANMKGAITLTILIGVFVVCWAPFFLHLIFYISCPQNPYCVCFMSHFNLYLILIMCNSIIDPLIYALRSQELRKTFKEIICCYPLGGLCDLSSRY
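Assay system: human MC4R-expressing U2OS cells; reagent: Melanotan II stimulation of cells; dosing: 6.5 µM single dose; timing: compound 30 min, challenge 1 h, detection 1 h; signal: TR-FRET cAMP assay; replicates: one well per compound, no replicates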
HTR2A ag: activates the mouse 5-HT2A serotonin receptor; activation, % at 7.6 µM; AID 624169; actives 0.66% (n = 360,000); CHO-K1 mHTR2A beta-arrestin complementation, luminescence; percent of 30 µM serotonin response;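 active = activation above a run cutoff, the mean activation of all tested compounds plus 3 SD, cut at about 14% in these data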;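 also: 0% = plate median of compound wells and 100% = 30 µM serotonin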
Target sequence (P35363 whole entry, looked up): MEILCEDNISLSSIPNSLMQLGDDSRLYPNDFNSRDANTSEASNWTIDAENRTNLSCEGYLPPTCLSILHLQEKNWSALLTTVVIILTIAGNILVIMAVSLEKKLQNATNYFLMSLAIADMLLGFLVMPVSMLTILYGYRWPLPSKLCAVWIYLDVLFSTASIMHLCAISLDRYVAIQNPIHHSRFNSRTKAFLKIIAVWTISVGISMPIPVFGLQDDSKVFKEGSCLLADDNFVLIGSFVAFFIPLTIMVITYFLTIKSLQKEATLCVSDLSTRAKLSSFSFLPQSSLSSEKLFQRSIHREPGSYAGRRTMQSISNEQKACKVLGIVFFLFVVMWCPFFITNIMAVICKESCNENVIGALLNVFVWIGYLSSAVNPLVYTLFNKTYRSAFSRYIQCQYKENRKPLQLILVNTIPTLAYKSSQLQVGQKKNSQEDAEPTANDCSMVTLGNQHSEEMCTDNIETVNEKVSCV
N-glyco inh: N-linked glycosylation inhibition | AID 588692 | reporter increase, % at 12.5 µM | actives 0.23% (n = 360,000) | D54 ERlucT glycosylation luciferase reporter, 24 h; percent of 100 nM tunicamycin response;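 active = mean luciferase reporter signal, scaled so untreated is 0 and the glycosylation-blocking control 100, at or above a set limit in every replicate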;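 also: luciferase carries N-glycosylation sites so blocking glycosylation raises the light; 0% = median of neutral control wells and 100% = median of 100 nM tunicamycin wells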
Granule exo inh: blocks lytic granule exocytosis | TALL-104 LAMP-1 surface exposure, flow cytometry; cells stimulated with thapsigargin and PMA | inhibition, % at 10 µM | actives 0.66% (n = 360,000) | AID 651702;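 active = inhibition above about 55%, limit read from the data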
ABCB6 inh 2: blocks the human ABCB6 transporter | Q9NP58 | K562-ABCB6 porphyrin accumulation, flow cytometry, 1 h; active compounds read low | fluorescence ratio to DMSO, % at 10 µM | actives 0.19% (n = 360,000) | AID 602162;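 active = fluorescence ratio to DMSO below 75%, the collection mean minus 3 SD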;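 also: signal is porphyrin accumulated inside mitochondria; 100% equals median channel fluorescence of DMSO control wells; lower ratio means ABCB6 inhibition with less porphyrin fluorescence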
hiPSC survival: increases survival of single human iPS cells; hiPSC single-cell survival, ATPlite luminescence; 100% = ROCK inhibitor wells, 0% = DMSO; survival enhancement, % at 20 µM; actives 0.044% (n = 360,000); AID 602274; in the data active = survival enhancement above about 18%;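 also: cells exposed to compounds for 16 hours before the ATP read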
H9c2 protect: modulators protecting cardiomyocytes from myocardial damage; H9c2 cardiomyocytes, H2O2 injury protection, ATPLite, 2 h; actives 0.63% (n = 360,000); AID 588492; protection from H2O2 cell death, % at 20 µM;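 active = compounds giving at least 50% protection of heart cells from peroxide-induced death in the single-dose screen, raw or plate-pattern-corrected value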;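 also: 0% = DMSO wells with peroxide and 100% = DMSO wells without peroxide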
MC4R barr agon: human MC4R agonism via beta-arrestin; U2OS MC4R beta-arrestin complementation, luminescence; percent of melanotan II response, DMSO zero; activation, % at 8.9 µM; actives 0.98% (n = 360,000); AID 540308;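 active = activation above a per-plate cutoff, the mean activation of sample wells on that plate plus 3 SD, cut at about 8% in these data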
aDG glyco act: alpha-DG glycosylation activation; Pro5-aDG cells, alpha-DG glycosylation AlphaScreen (IIH6); 0% Pro5, 100% B10-LARGE cell signal; activation, % at 10 µM; actives 0.22% (n = 360,000);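 active = activation of at least 8% versus controls, or a plate z-score of at least 8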;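 also: Pro5 are CHO cells carrying HIG-tagged alpha-DG that lacks glycosylation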
ABHD5 PLIN5 PPI: blocks binding of human ABHD5 to perilipin-5. actives 0.78% (n = 360,000). inhibition, % at 4 µM. AID 602281. Split G. princeps luciferase complementation, luminescence, 4 h;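 active = inhibition above the mean inhibition across every tested compound plus 3 SD, cut at about 22% in these data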;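 also: 0% = DMSO only wells and the 100% control is not disclosed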
The depositor's hits bear a star.

SMILES	MC4R antag cAMP	HTR2A ag	N-glyco inh	Granule exo inh	ABCB6 inh 2	hiPSC survival	H9c2 protect	MC4R barr agon	aDG glyco act	ABHD5 PLIN5 PPI
C/C(=C\C(=O)c1ccccc1)Nc1ccc(Br)c(Cl)c1	6	3	2	-5	98	0.0	-1	-1.9	-0.1	-3
COc1cc(C2C3=C(CCCC3=O)Nc3[nH]n(-c4ccccc4)c(=O)c32)ccc1O (stereo not drawn)	-2	5	0	-4	92	-2.1	4	2.1	0.0	6
COCC(=O)N(CCc1ccc(OC)c(OC)c1)Cc1nc2ccccc2c(=O)[nH]1	11	2	2	-3	103	1.0	25	-0.7	0.2	-1
CCC1(c2ccc(F)cc2)NC(=O)N(CC(=O)NCc2ccc(C)cc2)C1=O (stereo not drawn)	13	-6	-2	0	100	0.9	-2	-2.2	0.2	-4
Cc1cc(NC(=O)c2ccoc2C)ccc1Br	0	6	-7	9	96	-0.1	-6	-1.5	-0.1	-7
C/C(CC(=O)Nc1ccc(N(C)C)cc1)=N\NC(=O)Cc1csc(N)n1	-3	1	-2	2	99	2.4	-4	0.2	-0.1	-2
NC(=O)CCN1CCN(Cc2cn[nH]c2-c2cccc3ccccc23)CC1	13	1	3	-4	106	0.0	4	-0.5	0.8	-3
CC(C)(C)OC(=O)N1CCc2onc(-c3ccc(Cl)cc3)c2C1=O	0	-2	-2	0	100	-0.6	5	-0.2	0.2	0
Cc1cccc(S(=O)(=O)NNC(=O)Cc2cccn2C)c1	26	1	1	-2	98	3.6	3	-0.5	-0.3	-7
COc1cccc(CCc2nnc(CCC(=O)NC(C)c3c(C)nn(C)c3C)o2)c1 (stereo not drawn)	-3	1	0	0	99	1.2	2	-3.2	-0.3	-2
O=C(C[n+]1ccc(C(=O)N/N=C/c2ccc(O)cc2)cc1)c1ccccc1	-2	-8	1	-2	93	-2.1	4	-0.5	-0.2	-3
O=C(NC1CC1)C(=O)c1c[nH]c2ccccc12	4	-2	2	9	92	-0.4	1	-1.2	0.4	4
CCc1ccc2c(COn3nnc4ccc(S(=O)(=O)N(C)C)cc43)cc(=O)oc2c1	-22	-3	3	4	98	-1.3	0	-1.4	-0.3	11
CCCN(CC(=O)Nc1ccccc1OC)C(=O)CCC(=O)c1ccc(F)cc1	18	-5	2	-7	100	0.2	2	-2.2	0.1	2
NC(=O)NNC(=S)Nc1cccc2ccccc12	1	-4	7	0	99	0.9	0	-3.4	0.0	-7
O=C(NCCS(=O)(=O)NCCc1ccccc1)c1ccccc1	12	-13	1	-2	95	-0.3	-1	-2.8	-0.1	2
Cc1ccc(OCC(=O)NCCN2CCCC2)cc1	-2	-3	0	0	97	0.5	3	6.2	0.0	0
O=C(O)c1ccccc1/C=N/N1CCN(C2c3ccccc3-c3ccccc32)CC1	-2	-1	1	1	84	1.0	4	0.5	-0.1	-25
CC(=O)N1c2ccccc2C(C)(C)C2CCC(C)CC21 (stereo not drawn)	6	0	0	-1	96	5.7	1	1.1	-0.1	3
CN(C)c1ccc(/C=N/NC(=O)C(O)(c2ccccc2)c2ccccc2)o1	-2	5	0	-1	104	2.4	4	-1.5	-0.5	6
CCCOc1ccc(-c2nnn(CC(=O)c3ccc4c(c3)OCCO4)n2)cc1	15	1	-1	0	95	-1.8	-13	1.3	0.2	-9
O=C(CN1CCN(S(=O)(=O)c2ccc(Br)cc2)CC1)N/N=C/c1cc([N+](=O)[O-])ccc1Cl	-6	1	-1	1	94	0.5	-3	-2.1	-0.2	-1
COc1ccccc1P(=O)(c1ccccc1)c1ccc([N+](=O)[O-])cc1 (stereo not drawn)	8	9	1	6	97	-0.6	1	-0.9	0.0	1
O=C(CSc1nnc2ccccn12)NCc1ccc2c(c1)OCO2	2	3	2	0	96	-3.9	12	-0.8	0.3	1
COc1ccc2nc(NC(=O)c3ccco3)sc2c1	8	-5	-19	4	98	-0.2	-18	0.3	0.0	-19

The final 2 entries of the section before open the next one.
SMILES	MC4R antag cAMP	HTR2A ag	N-glyco inh	Granule exo inh	ABCB6 inh 2	hiPSC survival	H9c2 protect	MC4R barr agon	aDG glyco act	ABHD5 PLIN5 PPI
O=C(CSc1nnc2ccccn12)NCc1ccc2c(c1)OCO2	2	3	2	0	96	-3.9	12	-0.8	0.3	1
COc1ccc2nc(NC(=O)c3ccco3)sc2c1	8	-5	-19	4	98	-0.2	-18	0.3	0.0	-19
CC(C)CCOc1ccc(C(=O)NCC(c2ccco2)N(C)C)cc1 (stereo not drawn)	0	4	-2	22	93	-0.3	-2	-0.7	0.0	11
COc1cccc(NC(=O)C2(C)CCN2C(C)C)c1OC (stereo not drawn)	-5	7	1	-4	88	-1.9	2	-0.6	0.2	-3
CC(C)(C)S(=O)N1Cc2cc(CO)cc(-c3ccccc3)c2[C@@H]1CCO (stereo partly drawn)	3	0	0	-2	109	-1.1	23	0.2	0.0	-2
CCOC(=O)[C@H]1[C@H]2COc3cc(OC)ccc3[C@@H]2N2C(=O)CN(CC3CCCO3)C(=O)[C@@]12C (stereo partly drawn)	0	-1	2	-7	94	-1.2	4	-1.2	-0.2	2
CN(C)c1ccc(CN(C(=O)c2ccccc2Br)C2CCS(=O)(=O)C2)cc1 (stereo not drawn)	3	-2	-1	-1	93	-0.4	1	-4.2	-0.1	-2
COc1ccccc1NC(=O)COC(=O)c1ccccc1OCC(=O)Nc1ccc(SC(F)F)cc1	1	-2	1	5	96	1.8	15	-1.0	-0.1	3
O=C(Nc1ccccc1N1CCN(C(=O)c2ccccc2)CC1)c1cc2ccccc2o1	3	2	2	4	90	0.0	21	-0.9	0.0	2
Cn1c(=O)oc2cc(S(=O)(=O)N3CCC(C(=O)N4CCN(c5ccc(F)cc5)CC4)CC3)ccc21	0	-2	-1	4	101	0.4	-8	-1.5	-0.1	2
CCOC(=O)C1CCCN(S(=O)(=O)c2ccc3c(c2)C(C)(C)C(=O)N3C)C1 (stereo not drawn)	6	0	0	-6	93	2.0	-5	-0.2	0.5	-1
CCOC(=O)c1ccc(NC(=O)CSc2ncccn2)cc1	10	1	-1	1	94	1.1	-10	1.6	-0.2	-1
COCCN=C1N[C@@H](c2ccccc2)C(C(=O)OC)=C(C)N1Cc1ccccc1	11	-10	2	1	102	-0.6	-2	-0.8	0.2	6
CN(C(=O)CSc1ncccn1)C1CCS(=O)(=O)C1 (stereo not drawn)	-3	6	0	2	95	0.8	-2	-3.1	0.1	0
Cc1nnc(C)c2c(C)n(-c3ccc4ncccc4c3)c(C)c12	13	-2	3	-1	88	0.3	-2	-1.7	-0.3	1
O=C(NCC1CCCO1)c1ccc2c(c1)N(Cc1ccc(F)cc1)CCS2 (stereo not drawn)	1	2	-1	-1	104	0.1	-3	-2.0	-0.1	-10
Cc1sc(NC(=S)NC(=O)C(C)(C)C)c(C(N)=O)c1C	2	-4	2	-9	103	-0.7	-5	-2.3	0.4	-2

3 compounds from above, sorted by the number in HTR2A ag, highest first:
canonical_smiles,HTR2A ag
O=C(NCC1CCCO1)c1ccc2c(c1)N(Cc1ccc(F)cc1)CCS2 (stereo not drawn),2
CCOC(=O)c1ccc(NC(=O)CSc2ncccn2)cc1,1
COCCN=C1N[C@@H](c2ccccc2)C(C(=O)OC)=C(C)N1Cc1ccccc1,-10

2 records drawn at random from the list so far, as already listed:
SMILES	MC4R antag cAMP	HTR2A ag	N-glyco inh	Granule exo inh	ABCB6 inh 2	hiPSC survival	H9c2 protect	MC4R barr agon	aDG glyco act	ABHD5 PLIN5 PPI
O=C(NCC1CCCO1)c1ccc2c(c1)N(Cc1ccc(F)cc1)CCS2 (stereo not drawn)	1	2	-1	-1	104	0.1	-3	-2.0	-0.1	-10
COc1ccccc1NC(=O)COC(=O)c1ccccc1OCC(=O)Nc1ccc(SC(F)F)cc1	1	-2	1	5	96	1.8	15	-1.0	-0.1	3
